TNFa cytotox – cytotoxicity in TNFa-stimulated HUVEC, primary screen, cytotoxicity control for VCAM1 expression modulator project, imaging, Hoechst nuclei count | HUVEC TNFalpha-stimulated, Hoechst cell count | cell count reduction, % at 2 µM | AID 848, 2007 | 93,000 compounds, 0.17% hits;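 active = cell count reduction exceeding the screen mean by over 5 SD, scaled to untreated wells per plate, cut at about 78% in these data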;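 note: cells counted after 24 h of TNF alpha exposure following the 1 h pretreatment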
sEH inhibitor – soluble epoxide hydrolase inhibitors, primary screen, biochemical, human sEH; Bifunctional epoxide hydrolase 2 (Homo sapiens), P34913; recombinant human sEH enzymatic activity assay; inhibition, % at 2 µM; 91,000 compounds, 0.34% hits; AID 707, 2007; in the data active = inhibition above about 80%; note: values of inactives mirror those of a sister screen read the other way; many of its hits are not listed in these tables
Target sequence (P34913 whole entry, looked up): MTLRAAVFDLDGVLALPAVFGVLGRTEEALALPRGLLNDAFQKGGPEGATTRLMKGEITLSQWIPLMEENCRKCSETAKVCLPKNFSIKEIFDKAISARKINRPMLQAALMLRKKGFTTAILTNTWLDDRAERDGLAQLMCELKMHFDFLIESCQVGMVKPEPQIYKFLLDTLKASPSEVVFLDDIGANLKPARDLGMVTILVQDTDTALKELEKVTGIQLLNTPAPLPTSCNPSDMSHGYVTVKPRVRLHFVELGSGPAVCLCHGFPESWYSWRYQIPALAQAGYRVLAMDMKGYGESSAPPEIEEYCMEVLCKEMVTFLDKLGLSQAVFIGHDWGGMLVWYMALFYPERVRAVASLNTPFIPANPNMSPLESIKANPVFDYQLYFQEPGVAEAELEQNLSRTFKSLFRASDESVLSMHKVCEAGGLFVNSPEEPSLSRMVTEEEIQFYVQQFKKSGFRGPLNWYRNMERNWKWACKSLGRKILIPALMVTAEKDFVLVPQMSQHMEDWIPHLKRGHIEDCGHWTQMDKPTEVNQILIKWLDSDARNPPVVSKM
VCAM1 TNFa inh – inhibitors of TNFa-induced VCAM1 expression, primary screen, imaging, HUVEC, TNFa stimulus, immunofluorescence. HUVEC TNFa-induced VCAM-1 immunofluorescence, high-content imaging. inhibition, % at 2 µM. 95,000 compounds, 0.48% hits. AID 802, 2007;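 active = inhibition above the batch mean plus 3 SD, with images confirmed as a hit by eye, cut at about 37% in these data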;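 note: 0% = TNF-stimulated DMSO wells and 100% = unstimulated control wells; not every result past the cut was called active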
sEH activator – soluble epoxide hydrolase activators, primary screen, biochemical, human sEH. AID 717, 2007. purified human sEH enzymatic activity, activator screen. Bifunctional epoxide hydrolase 2 (Homo sapiens), P34913. activation, % at 2 µM. 91,000 compounds, 0.04% hits; in the data active = activation above about 37%; note: values of inactives mirror those of a sister screen read the other way
Smad3 inh – Smad3/FoxH1 peptide binding inhibitors, primary screen, biochemical, TR-FRET; Mothers against decapentaplegic homolog 3 (Homo sapiens), P84022; TR-FRET Smad3/Dy647-FoxH1 peptide binding, europium anti-His; inhibition, % at 25 µM; 88,000 compounds, 0.29% hits; AID 630, 2007;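 active = compounds that reduce the energy-transfer binding signal between the protein and its labelled peptide by more than half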;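 note: 0% = Smad3 plus labelled peptide maximal FRET and 100% = peptide-only background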
Target sequence (P84022 whole entry, looked up): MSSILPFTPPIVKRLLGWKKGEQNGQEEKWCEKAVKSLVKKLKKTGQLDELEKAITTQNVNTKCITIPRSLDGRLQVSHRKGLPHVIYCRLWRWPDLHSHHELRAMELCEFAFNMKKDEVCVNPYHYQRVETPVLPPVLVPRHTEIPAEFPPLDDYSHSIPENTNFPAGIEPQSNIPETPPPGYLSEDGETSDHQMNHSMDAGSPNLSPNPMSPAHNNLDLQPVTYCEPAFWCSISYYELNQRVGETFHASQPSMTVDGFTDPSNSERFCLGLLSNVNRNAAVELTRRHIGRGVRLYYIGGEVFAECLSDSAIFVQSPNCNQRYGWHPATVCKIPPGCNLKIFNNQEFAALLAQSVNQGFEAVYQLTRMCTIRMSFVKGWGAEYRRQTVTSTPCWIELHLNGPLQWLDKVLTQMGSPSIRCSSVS
cytoskel mod – modifiers of F-actin cytoskeleton organization, primary screen, imaging, HUVEC, phalloidin staining, high-content imaging; inhibition, % at 2 µM; AID 836, 2007; 91,000 compounds, 0.18% hits; HUVEC TNFa F-actin phalloidin imaging;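 active = inhibition above the batch mean plus 3 SD and confirmed as a hit by visual image inspection, cut at about 30% in these data, passing the limit was not always enough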; note: strong numbers were not always called active
Candida biofilm – clotrimazole potentiators killing Candida biofilms, primary screen, with clotrimazole, Alamar Blue. C. albicans biofilm + clotrimazole. inhibition, % at 6 µM. 85,000 compounds, 0.14% hits;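 active = inhibition above 20%; inactive = inhibition below 20%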;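 note: preformed 24 hr biofilms exposed to compound for 48 hr; 0% = biofilm without compound and 100% = blank killed by clotrimazole plus chlorhexidine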
IL1B cytotox – cytotoxicity in IL-1B stimulated HUVEC, primary screen, cytotoxicity control for IL-1B NFkB translocation project, imaging, Hoechst nuclear count, IL-1B stimulus. HUVEC cell count loss. cell count reduction, % at 2 µM. 94,000 compounds, 0.41% hits;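 active = cell count reduction more than 3 SD above the screen-wide mean, cut at about 70% in these data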;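 note: normalized per plate to untreated control cells as the no-loss baseline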
ERb SRC1 inh – inhibitors of ERβ-SRC1 coactivator interaction, primary screen, biochemical, TR-FRET, ERβ LBD, SRC-1 peptide; Estrogen receptor beta (Homo sapiens), Q92731; 86,000 compounds, 1.3% hits; TR-FRET ER-beta LBD / SRC1-Cy5 peptide binding; receptor agonist-loaded with 1 µM estradiol; AID 633, 2007; inhibition, % at 25.6 µM;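 active = compounds whose percent inhibition of the receptor-coactivator binding signal exceeds about 50% in the single-dose screen, limit read from the data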;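 note: 0% = receptor plus peptide wells without compound and 100% = peptide-only wells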
* marks the source's active call; other numbers are inactive results; · = not tested or not shown; & = joins results of further samples; [ ] = another dose, or the depositor's remark. An excerpt; the hit share may differ from the screen's.

nr	smiles	Candida biofilm	ERb SRC1 inh	VCAM1 TNFa inh	sEH activator	IL1B cytotox	cytoskel mod	Smad3 inh	TNFa cytotox	sEH inhibitor
1	Cc1cccc(OCc2nnc3n2CCCCC3)c1	0	-6	5	3	-16	5	1	-14	-2
2	Cc1ccc(S(=O)(=O)n2ccc(-c3cccc(OCc4c(F)cccc4Cl)c3)n2)cc1	·	·	-2	3	-18	28	·	-7	0
3	CCOC(=O)c1c(NC(N)=O)sc(C)c1C	11	-4	25	-4	11	-9	12	-26	5
4	CC(=O)Oc1cc2oc(=O)cc(C)c2cc1OC(C)=O	5	11	17	0	20	-6	-1	-18	1
5	COc1ccc(CNC(=O)CSc2nnnn2Cc2ccccc2)cc1	8	-16[fluorescence artefact?]	12	-31	-1	10	5	-22	31
6	COc1cc(/C=C/C(=O)c2c(O)ccc3c(C)cc(=O)oc23)ccc1O	·	·	22	-6	-2	-10	·	14	7
7	CC1CC(C)(C)N(C(=O)CSc2ccc(-c3ccc(F)cc3)nn2)c2ccccc21 (stereo unspecified)	·	·	8	3	-7	-14	·	8	0
8	COc1ccc(N2C(=O)CC(N3CCC(O)(c4ccc(Br)cc4)CC3)C2=O)cc1 (stereo unspecified)	7	3	13	-3	-11	10	0	12	3
9	COc1ccc(CNc2ccc(S(N)(=O)=O)cc2)c(OC)c1OC	7	-2	3	8	43	-20	17	-6	-11
10	CCOc1ccc(-c2cc(N)n(S(=O)(=O)c3ccc(OC)c(OC)c3)n2)cc1	9	18	-7	-2	-13	2	0	-32	-1
11	CCCn1c(O)c(CN2CCCCC2)c(C)c(C#N)c1=O	6	-7	27	·	-15	-8	-2	30	·
12	Cn1c(=O)[nH]c(=O)c2c1ncn2CCCc1ccccc1	9	5	·	-4	14	·	-1	·	5
13	O=C(NCCc1ccccc1F)C1CCCN1S(=O)(=O)c1ccc2ccccc2c1 (stereo unspecified)	-2	5	-8	-3	-10	3	9[fluorescence artefact?]	-14	6
14	Nn1c(SCC(=O)Nc2ccc3c(c2)OCCO3)nnc1-c1ccccn1	9	12[fluorescence artefact?]	-5	13	-80	12	-4	-13	-20
15	Cc1ccccc1-c1nnc(SCC(=O)Nc2c(C)n(C)n(-c3ccccc3)c2=O)o1	9	-3[fluorescence artefact?]	4	-1	2	20	-5	-9	0
16	CC(C)c1cc(Br)ccc1OCCCN1C(=O)NC(C)(C)C1=O	-4	8	1	-13	-17	27	3	-21	11
17	c1ccc(SCCc2ccncc2)cc1	8	-14	0	8	-11	-9	0&-12	2	-5
18	COc1ccc(-c2csc(NC(=O)C3CCCCN3S(=O)(=O)c3ccccc3)n2)cc1 (stereo unspecified)	-3	-10	13	-12	5	3	-5	-10	12
19	Cc1ccc(NC(=O)Nc2cccs2)c(Cl)c1	-1	-4	2	-47	2	-10	-7	-10	48
20	CC(=O)c1ccc(OCCN2CCOCC2)cc1	5	-5	16	7	17	9	21	-22	-5
21	CC(=O)Oc1ccc2ccccc2c1C(NC(=O)Cc1ccccc1)c1ccc(Cl)cc1 (stereo unspecified)	·	·	-22	10	-3	-13	·	-1	-7
22	O=C(Nc1cccc2nsnc12)C1CC(=O)N(c2ccccc2)C1 (stereo unspecified)	-3	16	-1	·	-4	-1	12	-5	·
23	C=CCn1c(SCc2nc3ccccc3[nH]2)nnc1-c1ccncc1	·	·	-2	9	-36	-19	·	10	-10
24	O=C(c1ccccc1)c1nc[nH]c1C(=O)Nc1ccccc1	5	-12	-50	-20	-2	16	0	-30	21
25	CCCCN=C(C)c1c(O)c2ccccc2oc1=O	1	-4	-9	-2	9	36	7	-28	2
26	Cc1ccc(S(=O)(=O)NC2=NCN(C3CCN(Cc4ccccc4)CC3)CN2)cc1	8	-5	17	·	3	14	-5	-21	·
27	CCC(C)NC(=O)c1ccc(CSCc2cccc(F)c2)o1 (stereo unspecified)	-2	-2[fluorescence artefact?]	3	8	0	2	-3	-4	-11
28	O=c1[nH]c2cc3c(cc2cc1C(c1nnnn1Cc1ccccc1)N1CCCc2ccccc21)OCO3 (stereo unspecified)	3	30	24	1	3	22	-12[fluorescence artefact?]	-23	-1
29	CCS(=O)(=O)N1CCC(C(=O)NCc2ccc(F)cc2)CC1	8	-3[fluorescence artefact?]	17	-9	-27	8	-8	-21	10
30	Cc1ccc2c(c1)sc[n+]2Cc1ccccc1	·	·	1	6	-27	-18	·	12	-3
31	Cc1ccc2cc(C#N)c(NCCNC(=O)C3CCC3)nc2c1C	11	-14	-7	-6	-16	14	2	-17	7
32	O=C(c1cc2ccccn2n1)N1CCN(c2cccc(C(F)(F)F)c2)CC1	7	-9	-28	12	-15	-15	4	-18	-16
33	CCCCn1c(-c2ccccc2)nnc1-c1ccccc1	5	5	-4	3	-2	16	2	-30	-2
34	CCC(C)(C)n1nnnc1C(c1cc2cc3c(cc2[nH]c1=O)OCO3)N1CCN(C)CC1 (stereo unspecified)	5	-1[fluorescence artefact?]	9	10	-13	13	-4	-30	-11
35	Clc1ccccc1-c1nnc2sc(-c3ccco3)nn12	10	-9	16	5	-151	-1	17	-5	-6
36	COCCN1C=C(C(=O)OC)C(c2cc3c(cc2Br)OCO3)C(C(=O)OC)=C1	-1	2[fluorescence artefact?]	10	19	-3	-15	-3	-1	-20
37	CC(CNC(=O)c1ccc(Br)o1)NC(=O)c1ccc(Br)o1 (stereo unspecified)	7	-5	-12	10	10	-42	1	-12	-8
38	Cc1cc(-c2ccccc2)nc(N2CCC(C(=O)NC34CC5CC(CC(C5)C3)C4)CC2)n1	4	-12	-6	-78	-20	-7	14	9	78
39	Cc1ccc(NC(=O)c2c(C)nc(Nc3nc4ccccc4o3)nc2C)cc1	7	-9	8	-7	-11	-24	-1	-10	6
40	Cc1ccc(OCC(=O)Nc2ccc(O)c(C(=O)O)c2)cc1C	5	5	-16	10	-36	-6	8	6	-10
41	COc1ccccc1-c1cc(-c2ccccc2)nc(SC(C(N)=O)c2ccccc2)c1C#N (stereo unspecified)	·	·	12	12	-20	-39	·	31	-9
42	CCOc1ncccc1C(=O)OCC(=O)Nc1ncc(C(F)(F)F)cc1Cl	9	3	9	-10	8	3	-6	-32	9
43	Cc1ccc(C)c(OCC(=O)O/N=C(\N)c2ccccn2)c1	4	-6	13	0	-9	-4	1	17	-1
44	C=CCn1c(SCc2nc(N)nc(N3CCCCC3)n2)nnc1-c1ccco1	-1	9	-7	6	-2	-26	1	-11	-4
45	O=C1CC(N2CCC(C(=O)N3CCCCC3)CC2)C(=O)N1 (stereo unspecified)	4	1	6	0	-26	4	3	-10	4
46	CCCCOc1ccccc1C(=O)NCCCC(=O)O	8	4	-27	13	0	15	11	-52	-11
47	Cc1ccsc1C(=O)OCc1csc(-c2ccccc2)n1	6	7[fluorescence artefact?]	17	-14	7	-8	1	-7	15
48	Cc1ccc(-c2cc(C(F)F)n3ncc(C(=O)N4CCCc5ccccc54)c3n2)cc1	7	-12[fluorescence artefact?]	-2	-3	-26	6	1[fluorescence artefact?]	-17	5
49	CCN1C(=O)/C(=C\N2CCCCCC2)SC1=S	-2	3[fluorescence artefact?]	-1	·	2	36	-1	-11	·
50	COc1ccc(C)cc1S(=O)(=O)N1CCCCC1	5	-35	8	-6	6	-12	7	-12	9
51	Cc1cccc(NC(=O)CN2C(=O)NC(C)(c3ccc4c(c3)OCO4)C2=O)c1 (stereo unspecified)	·	·	-3	26	1	-8	·	-11	-27
52	CCCCOc1nc2ccccc2nc1C(C#N)C(=O)NC1CCCCC1 (stereo unspecified)	5	3[fluorescence artefact?]	-14	4	17	-12	4	-14	-2
53	CCOC(=O)C1CCN(CCC(=O)Nc2cccc(Cl)c2)CC1	4	9	18	·	-12	6	0	-21	·
54	Cc1oc(-c2ccccc2)cc1C(=O)Nc1ccc(N(C)C)cc1	8	2	2	8	-8	-24	5	4	-8
55	CC(C(=O)Nc1ccc(C(=O)O)cc1)N1C(=O)c2ccccc2C1=O (stereo unspecified)	6	2[fluorescence artefact?]	-8	·	11	2	-2	-6	·
56	CC(=O)c1cccc(N=C2C(=O)Nc3ccccc32)c1	6	12	4	-9	-10	34	4	5	8
57	CC1C(=NO)C(C)C(c2ccccc2)NC1c1ccccc1 (stereo unspecified)	4	-1	15	-1	-2	13	-5	-18	1
58	O=C(CNC(=O)c1ccc(Cl)cc1)OCC(=O)c1ccc2c(c1)OCCO2	·	·	2	0	0	2	·	-12	1
59	CS(=O)(=O)N(CC(=O)N1CCC(C(N)=O)CC1)C1CCCCC1	13	-2[fluorescence artefact?]	11	7	·	46	7	-8	-6
60	COc1ccc(NC(=O)c2oc3ccccc3c2NC(=O)C(C)(C)C)cc1	·	·	-30	8	-104	-22	·	-18	-7

Remaining list, next part.
nr	smiles	Candida biofilm	ERb SRC1 inh	VCAM1 TNFa inh	sEH activator	IL1B cytotox	cytoskel mod	Smad3 inh	TNFa cytotox	sEH inhibitor
61	CCOC(=O)c1c[nH]c2c3c(ccc2c1=O)CCCC3	-2	10	9	·	-21	-8	2	-22	·
62	O=C1CC(C(=O)N2CCOCC2)C2(CCCC2)O1 (stereo unspecified)	4	-2	·	15	2	·	2	·	-16
63	CCc1ccc(NC(=O)Nc2cccs2)cc1	-2	-12[fluorescence artefact?]	6	-70	-3	-6	0	6	70
64	CCOc1nnnc2c1sc1nc(N3CCOCC3)c3c(c12)CCCC3	-7	-4	5	-8	9	-5	-10	-13	11
65	CCC(=O)NCCCCNC(=O)CC	6	4	5	7	22	-13	7	-30	-6

From PubChem BioAssay
